High-throughput results deposited in PubChem BioAssay by Broad Institute.
FN deposition inh: fibronectin deposition inhibition; actives 0.086% (n = 350,000); AH1F fibroblasts, Alexa488-fibronectin deposition fluorescence, overnight; inhibition, % at 12.6 µM; AID 743247;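 active means mean inhibition across replicates of 30% or more, regardless of how many single replicates reach that level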;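 further: positive control wells lacked labelled fibronectin entirely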
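Material – AH1F fibroblast monolayer, labelled fibronectin deposition · Reagent – labelled fibronectin 24 nM · Timing – 1 h adhesion, overnight exposure · Measured by – fluorescence at 485 nm excitation, 525 nm emission · Read-out – inhibition of fibronectin deposition signal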
EWS-Fli inh: inhibitors of EWS/Fli oncoprotein transcriptional activity. actives 0.67% (n = 350,000). inhibition, % at 12.6 µM. A673 NR0B1-luciferase reporter, viability-normalised;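 active means mean inhibition of at least 50% after viability correction, with every replicate also passing that limit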;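 further: firefly luciferase signal divided by Alamar Blue viability fluorescence both relative to DMSO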
CASP6 VEID inh: blocks human caspase-6 cleavage activity. P55212. purified caspase-6, Z-VEID-R110 cleavage fluorescence. inhibition, % at 12.5 µM. actives 0.53% (n = 350,000);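 active means mean inhibition across replicates at least about 35%, with every replicate also reaching that limit, limit read from the data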;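 further: 0% = median of neutral control wells and 100% = no fluorescence left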
Target sequence (P55212 24-179 limits assumed): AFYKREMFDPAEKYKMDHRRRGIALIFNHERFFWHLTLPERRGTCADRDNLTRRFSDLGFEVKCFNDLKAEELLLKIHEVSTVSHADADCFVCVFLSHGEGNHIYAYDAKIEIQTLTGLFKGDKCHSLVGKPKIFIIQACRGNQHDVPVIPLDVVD
Target sequence (P55212 194-293 limits assumed): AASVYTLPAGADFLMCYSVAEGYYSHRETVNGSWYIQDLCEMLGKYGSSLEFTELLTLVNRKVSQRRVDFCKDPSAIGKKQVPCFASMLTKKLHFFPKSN
Cneo AK release: Cryptococcus neoformans lysis via adenylate kinase release; AID 651654; actives 0.2% (n = 360,000); lysis activity, % at 15 µM; C. neoformans lysis, adenylate kinase release luminescence, 4 h; normalised: neutral wells 0, clomiphene wells 100;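 active means mean lysis activity across replicates of at least 80%, whatever share of replicates individually reach that level; inactive means mean lysis activity below 80%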
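Schedule: static 4 h at 37 °C with compound, 1 h detection; system: C. neoformans cells; benchmarks: Clomiphene as positive control; buffer or medium: fresh YPD medium; measure: luminescence rise reflecting yeast cell lysis; measured by: luminescent adenylate kinase detection reagent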
miR-122 sensor: inhibitors of miR-122 in Huh7 cells. actives 0.3% (n = 340,000). Huh7 miR-122 Renilla luciferase sensor, 48 h; neutral wells = 0, positive control = 100. activation (reporter increase), % at 12.5 µM;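 active means mean replicate activation score at least 90 and every replicate individually at or above 90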;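 further: higher luciferase means less miR-122 activity so hits act as miR-122 inhibitors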
LGR2 antag: blocks bursicon-induced cAMP signaling via Drosophila LGR2; HEK293 LGR2, CRE-luciferase, bursicon-stimulated, 4 h; inhibition, % at 9.99 µM; actives 0.35% (n = 380,000); AID 720647;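 active means drop in luminescence signal, shown as inhibition above about 50% in the replicate tests, limit read from the data, passing the limit was not always enough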;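 further: agonist challenge used bursicon conditioned medium at about half maximal strength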
PAX8 inh HTS: PAX8 transcriptional activity inhibition; RMG-I TPO-luciferase reporter, SteadyGlo, 24 h; inhibition, % at 12.6 µM; AID 652154; actives 1.2% (n = 360,000);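 active means mean replicate inhibition at least 60% with every replicate also reaching 60%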;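 further: luciferase light reporting Pax8 driven TPO promoter activity; plate controls were median of neutral control wells for no effect and mitoxantrone controls for full effect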
PGC1a acetyl inh: modulators of PGC1a acetylation. actives 0.17% (n = 350,000). U2OS PGC1a acetylation, AlphaScreen anti-acetyl-lysine; with virally co-expressed GCN5 acetyltransferase. inhibition, % at 15.6 µM;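 active means every replicate shows inhibition of at least 40%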;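 further: 0% = neutral control wells and 100% = positive control wells; some results beyond the cut were filed as inactive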
* = called active by the depositor; . = no result given; & = joins results of further samples; ! = repeats disagree; [ ] = remark or other dose.

SMILES | FN deposition inh | EWS-Fli inh | CASP6 VEID inh | Cneo AK release | miR-122 sensor | LGR2 antag | PAX8 inh HTS | PGC1a acetyl inh
COCC(=O)N(C)C[C@H]1Oc2cc(C#CCN(C)C)ccc2S(=O)(=O)N([C@H](C)CO)C[C@H]1C | -7 | -2 | 0 | -1 | -12[16.7 µM] | 4 | . | 1
C[C@H]1CN([C@@H](C)CO)S(=O)(=O)c2ccc(/C=C/c3ccccc3)cc2O[C@H]1CN(C)C(=O)c1ccccc1 | -11 | 16 | . | -1 | 12[16.7 µM] | 17 | 1 | -17
CCCCNc1c(-c2ccc(OC)c(SC3CCCCC3)c2)nc2ccc(C)cn12 | -12&-12 | 27&28 | -2&0 | 3 | 45 | 52*! | 38&22 | -8
Cc1cc(=O)[nH]c(Nc2ccc(Cl)cc2)n1 | -1 | -1 | -4 | -1 | 7 | -1 | -17 | -4
CC(=O)N(C)C[C@@H]1Oc2ncc(C#Cc3cccc(F)c3)cc2C(=O)N([C@H](C)CO)C[C@@H]1C | -10 | -8 | -1 | -1 | 23[16.7 µM] | 8 | . | -6
Cc1ccccc1SCC(=O)N/N=C/c1ccc(F)cc1 | 3 | -1 | 2 | 0 | -1 | 7 | 5 | -8
COc1ccc(NC(=O)N(C)C[C@H]2Oc3c(NS(=O)(=O)c4ccc(Cl)cc4)cccc3C(=O)N([C@@H](C)CO)C[C@@H]2C)cc1 | 1 | 1 | 1 | -3 | -4[16.7 µM] | -9 | -5 | -9
CCc1ccccc1NC(=S)NCC1CCN(c2ccc(OC)cc2)C1 (configuration not stated) | -9 | 8 | -3 | 0 | 10 | 8 | -1 | 5
CO[C@H]1CN(C)C(=O)c2cc(NC(C)=O)ccc2OC[C@H](C)N(C(=O)C2CCCCC2)C[C@@H]1C | -8 | -7 | 0 | 2 | . | 12 | -7 | 0
C=CCn1c(SC2CCOC2=O)nc2sc(C)c(C)c2c1=O (configuration not stated) | 7 | . | . | 2 | 4 | . | -8 | -2
Cc1ccc(CCNC(=O)C2CCC(=O)N2C(C)C)cc1 (configuration not stated) | . | 13 | . | 0 | . | 6 | . | 3
COC1C(=O)CCC2(CO2)C1(O)C1(C)OC1CC=C(C)C (configuration not stated) | . | 2 | -1 | 0 | 3 | -8 | . | -17
CC(C)(C)S(=O)(=O)c1cnc(N2CCOCC2)nc1N | -13 | 7 | -1 | . | . | -10 | -2 | .
CCc1cc(=O)oc2cc(OCC(=O)NC3CC(C)(C)NC(C)(C)C3)ccc12 | -1 | 4 | -4 | 0 | -6 | -8 | 5 | 6
CCCCC(=O)Nc1ccccc1Oc1ccccc1 | . | 20 | 4 | . | . | -11 | 8 | .
O=C1/C(=C\c2ccc(Cl)cc2)CCC1CNc1ccc(Cl)cc1 (configuration not stated) | 2 | 13 | 3 | . | . | -48 | 7 | .
Cc1cc(=O)n(C)c(=O)n1CCCCOc1cccc([N+](=O)[O-])c1 | -1 | 5 | -4 | . | -5 | . | 10 | -1
Cc1c(CCOC(=O)c2ccc(N3CCOCC3)c([N+](=O)[O-])c2)sc[n+]1CC#N | -1 | 2 | 9 | 0 | -16 | -11 | -3 | 3
CCCCN1CC(N2CCN(Cc3cccc(C)c3)CC2)CS1(=O)=O (configuration not stated) | 5 | -8 | -7 | 0 | 4 | 6 | 0 | -13
CC1CCN(c2c(NCC3CCC(C(=O)Nc4ccccn4)CC3)c(=O)c2=O)CC1 (configuration not stated) | 2 | 1 | 3 | 3 | 2 | -9 | -19 | -8
C[C@H](CO)N1C[C@H](C)[C@H](CN(C)S(=O)(=O)c2ccc(Cl)cc2)OCCCC[C@H](C)Oc2ccc(NC(=O)CCC(F)(F)F)cc2C1=O | 4 | 2 | 0 | -2 | -7[16.7 µM] | 21 | 9 | 6
CC(C)CC#Cc1cnc2c(c1)C(=O)N([C@H](C)CO)C[C@H](C)[C@H](CN(C)Cc1cncnc1)O2 | -8 | -3 | -1 | 5 | 16[16.7 µM] | 0 | . | 9
O=C(NCCN1CCOCC1)c1cccc(S(=O)(=O)Nc2cc(Cl)ccc2Cl)c1 | . | 2 | 2 | -3 | -5 | -3 | 10 | -13
Cc1c(C(=O)O)sc(S(=O)(=O)N2CCN(C(=O)Cc3ccc(Cl)cc3)CC2)c1C(=O)O | -2 | 1 | 1 | 1 | 5 | -3 | -1 | 5
CC1CC(C)CN(C(=O)CN2C(=O)NC(C)(C)C2=O)C1 (configuration not stated) | 1 | 2 | -1 | 1 | . | 0 | -5 | .
(continued)
SMILES | FN deposition inh | EWS-Fli inh | CASP6 VEID inh | Cneo AK release | miR-122 sensor | LGR2 antag | PAX8 inh HTS | PGC1a acetyl inh
Cc1cccc2sc(NC(=O)CCNS(=O)(=O)c3cccc4nonc34)nc12 | 12 | . | . | -3 | -1 | . | -9 | -12
CS(=O)(=O)N1CCN(C(=O)NC2CCCCC2)CC1 | 8 | 4 | -2 | . | . | 7 | -7 | 8
Cc1ccc(Cl)cc1N1CCN(S(=O)(=O)c2ccc(-c3ccc(=O)[nH]n3)o2)CC1 | 3 | 7 | 1 | . | . | -9 | -7 | .
O=C1CCC[C@@H]2C=C[C@H](c3ccc(Br)cc3)[C@H]3CCN1[C@@H]32 | 10 | 10 | 4 | . | . | -4 | 0 | .
C[C@H](CO)N1C[C@H](C)[C@H](CN(C)Cc2ccccc2)Oc2ccc(NC(=O)Cc3cn(C)c4ccccc34)cc2CC1=O | . | -3 | 1 | -1 | -5[16.7 µM] | 15 | 13 | .
O=C(NCc1ccncc1)Nc1ccccc1 | -4 | . | -1 | 0 | 0 | . | 1 | 6
Cc1ccsc1/C=C(\C#N)C(=O)NC1CCS(=O)(=O)C1 (configuration not stated) | -1 | 3 | 0 | . | . | 9 | -4 | .
COc1ccc(OC)c(NC(=O)C2CCCNC2=O)c1 (configuration not stated) | . | . | . | 1 | 27 | 20 | . | -10
Cc1ncc(C[n+]2csc(CCO)c2C)c(N)n1 | -3&9 | -3&-8 | -9&-5 | 0&0 | -2&-8 | 6&18 | -3&-10 | -2&8
CCN(CC)C(=O)Cn1cnc2sc(C(=O)NCCCN3CCOCC3)c(C)c2c1=O | -10 | 9 | -1 | 0 | . | 4 | 4 | .
C[C@H]1CN([C@@H](C)CO)C(=O)Cc2cc(NC(=O)Cc3ccccc3)ccc2O[C@@H]1CN(C)Cc1ccc(C(=O)Nc2ccccc2N)cc1 | . | 1 | 1 | . | . | 6 | 7 | 1
Cc1ccc(S(=O)(=O)N2CCOCC2)cc1NC(=O)Cn1nc(C)c([N+](=O)[O-])c1C | 2 | -4 | -1 | . | . | -1 | -5 | .
CCCOc1ccc(C(=O)N/N=C/c2c[nH]c3ccc(Br)cc23)cc1 | 6 | 3 | 1 | 5 | . | 2 | -13 | -7
C[C@@H](C(=O)Nc1ccc2c(c1)OCCO2)n1c(=O)[nH]c2ccccc2c1=O | 0 | . | -1 | -11 | -4 | 16 | -92 | 4
O=C(CCN1C(=O)/C(=C/c2ccccc2Cl)SC1=S)N1CCOCC1 | . | . | -2 | -1 | . | 24 | 1 | .
COC(=O)c1cc(Nc2cc(C)nc3ncnn23)cc(C(=O)OC)c1 | -7 | 4 | 0 | -4 | 0 | 9 | -13 | .
C/C=C/c1ccc([C@H]2[C@H](CO)N(C(C)=O)[C@H]2CNC(=O)c2ccccc2)cc1 | -2 | -12 | -5 | 5 | -21[16.7 µM] | -2 | 8 | -2
Cc1cc(C(F)(F)F)n(-c2nc(C(=O)NNS(=O)(=O)c3ccccc3)cs2)n1 | 4 | . | . | 1 | -4 | . | -7 | 42
CCCN(C)C[C@H]1Oc2ncc(C#Cc3ccc(OC)cc3)cc2C(=O)N([C@H](C)CO)C[C@H]1C | -8 | 6 | 1 | 32 | 6[16.7 µM] | -15 | . | -3
O=C(Cc1ccccn1)N[C@@H]1C=C[C@@H](CC(=O)N2CCCCC2)O[C@@H]1CO | -3 | 5 | 3 | 0 | . | -19 | -8 | -8
CCn1nc2cc(C(=O)NCC34CC5CC(CC(C5)C3)C4)ccc2c1OC | 4 | 3 | 9 | 4 | . | -25 | -6 | .
O=C(CSc1ccc(-c2ccncc2)nn1)c1ccccc1 | -19 | 31 | 6 | . | 13 | -17 | -44 | -14
O=C(O)Cn1cnc2c(OCc3ccccc3)ncnc21 | 2 | -3 | -2 | -2 | -5 | -10 | 2 | 2
NC(=S)Nc1ccccc1Br | -2 | -1 | 0 | -2 | 17 | -7 | -13 | 1
NS(=O)(=O)c1ccc(NS(=O)(=O)c2ccc(C3CNC(=O)C3)cc2)cc1 (configuration not stated) | -3 | -15 | -1 | -3 | -5 | 15 | -22 | 13
CCOC(=O)c1ccccc1NC(=S)N1CCC(C(N)=O)CC1 | 2 | -7 | 1 | . | -5 | 4 | 2 | 5
Cc1cccc(C(CC(=O)NCCc2ccccc2)c2ccccc2)c1O (configuration not stated) | -2 | 8 | -2 | 0 | 3 | -11 | 17 | -13
COC(=O)c1c(NC(C)=O)sc2c1CCCC2 | . | . | . | -3 | -1 | -5 | . | -14

Gathered by group, the entries above containing a Cl atom.
SMILES | FN deposition inh | EWS-Fli inh | CASP6 VEID inh | Cneo AK release | miR-122 sensor | LGR2 antag | PAX8 inh HTS | PGC1a acetyl inh
Cc1cc(=O)[nH]c(Nc2ccc(Cl)cc2)n1 | -1 | -1 | -4 | -1 | 7 | -1 | -17 | -4
COc1ccc(NC(=O)N(C)C[C@H]2Oc3c(NS(=O)(=O)c4ccc(Cl)cc4)cccc3C(=O)N([C@@H](C)CO)C[C@@H]2C)cc1 | 1 | 1 | 1 | -3 | -4[16.7 µM] | -9 | -5 | -9
O=C1/C(=C\c2ccc(Cl)cc2)CCC1CNc1ccc(Cl)cc1 (configuration not stated) | 2 | 13 | 3 | . | . | -48 | 7 | .
C[C@H](CO)N1C[C@H](C)[C@H](CN(C)S(=O)(=O)c2ccc(Cl)cc2)OCCCC[C@H](C)Oc2ccc(NC(=O)CCC(F)(F)F)cc2C1=O | 4 | 2 | 0 | -2 | -7[16.7 µM] | 21 | 9 | 6
O=C(NCCN1CCOCC1)c1cccc(S(=O)(=O)Nc2cc(Cl)ccc2Cl)c1 | . | 2 | 2 | -3 | -5 | -3 | 10 | -13
Cc1c(C(=O)O)sc(S(=O)(=O)N2CCN(C(=O)Cc3ccc(Cl)cc3)CC2)c1C(=O)O | -2 | 1 | 1 | 1 | 5 | -3 | -1 | 5
Cc1ccc(Cl)cc1N1CCN(S(=O)(=O)c2ccc(-c3ccc(=O)[nH]n3)o2)CC1 | 3 | 7 | 1 | . | . | -9 | -7 | .
O=C(CCN1C(=O)/C(=C/c2ccccc2Cl)SC1=S)N1CCOCC1 | . | . | -2 | -1 | . | 24 | 1 | .

Random draw from the library. About 2.5% of those tested had a hit in this group.
